# CDK5 p35 inh: CDK5/p35 (human) kinase inhibition | Q00535+Q15078 | Recombinant CDK5/p35, ADP-Glo luminescence, 60 min | inhibition, % at 10 µM | actives 0.01% (n = 330,000) | AID 488839;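 active = highest replicate inhibition of at least 50% and at least 75% of replicates reaching 50%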;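 note: plate controls were DMSO neutral control for no effect and GW8510 at 10 µM for full effect; many of its hits are not listed in these tables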
# SUMO Mot1 rescue: SUMOylation pathway inhibition by Mot1-301 growth rescue; S. cerevisiae Mot1-301 growth rescue, ATP luminescence, 38.5C; percent above DMSO median, 100 means doubled; growth rescue, % at 18.8 µM; AID 2716; actives 1% (n = 320,000);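 active = every valid replicate shows activation above 250% relative to neutral control wells; inactive = the rest, any valid replicate at or below 250%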;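 note: OY570 slx delta 5 strain wells were the positive control but not used for scaling; some compounds called inactive have numbers as strong as hits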
# RTF Ca sens inh: cardiac RTF calcium desensitization; actives 0.12% (n = 340,000); IANBD-labeled cardiac RTF, Ca2+ fluorescence; P19429+P45379; inhibition, % at 7.15 µM; AID 493244;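 active = inhibition above the mean inhibition of all tested compounds plus 3 SD, cut at about 17% in these data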;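 note: assay run at fixed EC70 calcium of 1.6 mM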
# PfHsp90 yeast 2: growth inhibition of yeast expressing Plasmodium Hsp90; actives 0.32% (n = 310,000); S. cerevisiae expressing PfHsp90, BacTiter-Glo ATP, 48 h; yeast lacking PDR1 and PDR3 efflux regulators; AID 504621; inhibition, % at 9.4 µM;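 active = every replicate shows inhibition above about 80%, whatever the replicate mean, limit read from the data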;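 note: 0% = DMSO neutral controls and 100% = 20 µM radicicol positive controls; yeast relying on Plasmodium falciparum Hsp90 in place of its own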
# cardiac RTF act: increases calcium sensitivity of human cardiac regulated thin filaments | P19429+P45379 | IANBD-labeled TnC RTF fluorescence at EC20 calcium; 0% EC20 calcium, 100% full calcium | activation, % at 7.2 µM | actives 0.24% (n = 340,000);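 active = activation above the mean over all tested compounds plus 3 SD, cut at about 30% in these data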;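 note: rise in fluorescence read as greater calcium sensitivity of cardiac thin filaments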
# PvdQ inh: P. aeruginosa PvdQ acylase inhibition. purified PvdQ acylase, fluorescence plate reader. inhibition, % at 10 µM. AID 488965. actives 0.063% (n = 340,000); in the data active = inhibition above about 30%, passing the limit was not always enough;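 note: 0% = vehicle neutral wells and 100% = reference inhibitor wells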
# C-LANA FP: blocks KSHV LANA C-terminal domain binding to DNA | MBP-C-LANA/FAM-LBS DNA binding, fluorescence polarization | actives 0.078% (n = 340,000) | AID 504423 | inhibition, % at 9 µM;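 active = highest replicate inhibition at or above 60% at 9 µM, even if other replicates fall short; inactive = all replicates below 60% inhibition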;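 note: 0% = neutral control wells and 100% = 4 µM acridine orange control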
# dFosB activator: enhances mouse delta FosB homodimer DNA binding. P13346. purified delta FosB, TAMRA-CDK5 oligo fluorescence polarization; percent of positive-control signal above neutral wells. activation, % at 25 µM. actives 0.99% (n = 340,000). AID 493131;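 active = mean activation above about 17%, with every replicate also reaching it, limit read from the data, passing the limit was not always enough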;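 note: fluorescence polarization rise as delta FosB binds a TAMRA Cdk5 AP-1 oligo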
# Rtt109 Vps75: blocks Candida albicans Rtt109/Vps75 acetyltransferase activity. purified Rtt109/Vps75, ThioGlo CoA-SH fluorescence, 4 h. actives 0.16% (n = 330,000). Q5AAJ8. AID 540336. inhibition, % at 34.9 µM;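 active = inhibition of at least 50% in every replicate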
# Target sequence (Q5AAJ8 whole entry, looked up): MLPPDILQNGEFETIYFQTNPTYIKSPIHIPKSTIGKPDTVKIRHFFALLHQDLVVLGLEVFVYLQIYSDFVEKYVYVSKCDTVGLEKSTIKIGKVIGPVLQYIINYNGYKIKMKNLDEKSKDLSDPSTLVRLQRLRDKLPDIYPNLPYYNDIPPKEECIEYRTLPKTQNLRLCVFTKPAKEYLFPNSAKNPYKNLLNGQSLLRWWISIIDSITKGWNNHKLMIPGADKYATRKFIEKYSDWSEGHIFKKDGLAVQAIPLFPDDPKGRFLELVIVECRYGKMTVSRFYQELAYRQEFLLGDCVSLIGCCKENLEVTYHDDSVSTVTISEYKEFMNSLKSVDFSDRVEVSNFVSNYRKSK
# Keap1 Nrf2 FP: disrupts human Keap1 binding to Nrf2 peptide; Q14145; Keap1 Kelch-Nrf2 peptide fluorescence polarization, 1536-well; inhibition, % at 9.4 µM; actives 0.15% (n = 340,000); in the data active = inhibition above about 12%;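 note: human Keap1 Kelch domain with fluorescein labeled Nrf2 9mer peptide probe; 0% = neutral control wells and 100% = peptide positive control; higher means more block of Keap1 binding to Nrf2 peptide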
# Target sequence (Q14145 whole entry, looked up, the tested form may be a part): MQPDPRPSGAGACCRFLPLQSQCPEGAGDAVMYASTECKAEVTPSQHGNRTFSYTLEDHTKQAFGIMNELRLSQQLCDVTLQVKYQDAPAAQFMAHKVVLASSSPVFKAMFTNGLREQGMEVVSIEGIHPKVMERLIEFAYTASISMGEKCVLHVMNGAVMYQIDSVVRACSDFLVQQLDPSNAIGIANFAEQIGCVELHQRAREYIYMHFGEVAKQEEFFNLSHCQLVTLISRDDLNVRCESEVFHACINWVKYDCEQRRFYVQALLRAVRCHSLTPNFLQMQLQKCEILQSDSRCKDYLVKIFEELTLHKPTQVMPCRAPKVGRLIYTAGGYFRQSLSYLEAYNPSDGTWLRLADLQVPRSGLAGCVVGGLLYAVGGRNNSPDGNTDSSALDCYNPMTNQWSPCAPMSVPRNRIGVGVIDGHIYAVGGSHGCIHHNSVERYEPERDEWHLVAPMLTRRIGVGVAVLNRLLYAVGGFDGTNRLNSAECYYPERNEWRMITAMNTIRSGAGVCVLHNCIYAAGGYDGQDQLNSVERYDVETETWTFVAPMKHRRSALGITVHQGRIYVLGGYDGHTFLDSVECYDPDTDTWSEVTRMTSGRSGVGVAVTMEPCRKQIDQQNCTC
# NSD2 HMT inh: blocks human histone methyltransferase NSD2 | O96028 | NSD2 peptide methylation, AlphaScreen, 120 min | inhibition, % at 12.5 µM | actives 0.54% (n = 310,000); in the data active = inhibition above about 50%
# Active calls of the source: *; x = no result given. Rows were taken by chance (roughly 3.2% active in at least one column).
SMILES,CDK5 p35 inh,SUMO Mot1 rescue,RTF Ca sens inh,PfHsp90 yeast 2,cardiac RTF act,PvdQ inh,C-LANA FP,dFosB activator,Rtt109 Vps75,Keap1 Nrf2 FP,NSD2 HMT inh
O=C(Nn1c(C2CCCCC2)nc2ccccc2c1=O)c1ccc([N+](=O)[O-])cc1,-0.3,-12,-4,-2,-2,7,11,2,5,7,5
Cc1c(N(CC(=O)O)S(=O)(=O)c2ccccc2)c(=O)n(-c2ccccc2)n1C,-1.2,137,6,-12,0,-9,-1.0,4,-4,1,0
CCn1cc(C(=O)OCC(=O)N2C(C)CCCC2C)c(=O)c2ccc(C)nc21 (centres undefined),0.9,-10,-8,12,-1,-12,-1.1,-2,-2,-1,-5
O=C(Cc1ccc(NC(=O)C2CCCN(C(=O)C3CC3)C2)cc1)Nc1ccc(C(=O)N2CCOCC2)cc1 (centres undefined),-0.4,x,-5,-3,0,-20,-0.2,7,-13,-2,x
CC(C)Cc1nnc(NC(=O)CCC(=O)N2CCN(c3ccccn3)CC2)s1,0.5,-1,4,-28,-4,10,-0.2,-6,x,-2,-1
Cc1ccc(S(=O)(=O)Cn2nnnc2C(C(C)C)N2CCN(Cc3ccco3)CC2)cc1 (centres undefined),0.0,-2,3,7,6,-12,0.9,-6,5,-1,-1
COC(=O)COc1ccc(S(=O)(=O)Nc2ccc(C(N)=O)cc2)cc1,-1.2,3,-3,-4,0,-2,-1.8,6,0,3,x
O=C(c1cc(-c2ccncc2)nc2ccc(Br)cc12)N1CCN(c2ccccn2)CC1,1.5,12,-5,-5,7,-19,3.0,-7,3,0,3
Cc1csc(NC(=O)CSc2nnc(-c3ccncc3)n2C)n1,-1.7,-10,-4,-9,0,-6,1.6,-6,9,-2,-2
COc1ccccc1N1CCN(C(=O)c2ccc(S(=O)(=O)N3CCCCCC3)cc2)CC1,-2.3,4,-4,x,3,-5,1.6,-7,6,6,1
CC1CCN(CCC(=O)N/N=C/c2ccc([N+](=O)[O-])cc2)CC1,-0.1,-6,8,18,4,-4,0.7,7,-5,2,x
Cc1ccccc1C(=O)Nc1c(C(=O)N2CCN(C)CC2)cnn1-c1ccccc1,-1.5,-15,-2,0,-2,1,-1.4,1,9,-2,-3
O=C(CSc1nnc(-c2ccccc2)n1Cc1ccccc1)N1CCCC1,-0.4,-26,-5,-15,0,-9,0.5,-1,x,1,x
O=C1c2cc(S(=O)(=O)NCCO)ccc2-c2ccc(S(=O)(=O)NCCO)cc21,0.6,17,3,2,-2,3,-1.6,4,-2,1,0
CCC(=O)Nc1cccc(NC(=O)c2ccc(C)cc2Cl)c1,0.0,3,-1,-12,0,-8,1.3,5,0,-4,-1
COc1ccc(CSc2nnc(C)s2)cc1F,0.9,-1,-2,x,3,-10,-0.2,1,5,-7,0
CCN1C[C@@H]2[C@@H]3C(=O)N(Cc4ccccc4)C(=O)[C@@H]3[C@](CC)(C1=O)N2C(=O)c1ccc(Cl)c(Cl)c1,-0.3,x,-10,10,-2,-10,-1.0,-7,5,-2,x
CCOc1ccccc1C1C(C#N)=C(N)Nc2onc(-c3ccccc3)c21 (centres undefined),-0.4,73,-17,-32,-6,-13,-0.1,-3,14,-3,2
COc1ccc(S(=O)(=O)N2CCC(C(=O)NCCC(=O)Nc3cccc(OC)c3)CC2)cc1,1.0,-24,1,20,-5,1,-1.2,-8,0,-3,-2
O=C(Nc1cccc(-c2ccc3nncn3n2)c1)c1ccco1,-0.1,12,0,7,13,0,-0.2,-22,4,1,0
Cc1ccccc1NC(=O)c1cccc(N2C(=O)C3C4CCC(C4)C3C2=O)c1 (centres undefined),-14,3,-2,x,-4,-4,1.8,-1,-2,-5,1
O=C1COc2ccc(S(=O)(=O)NCc3ccc(Cl)cc3)cc2N1,-0.1,x,-3,2,-4,-14,-1.8,-6,5,-3,-8
Cc1ccc(OCCNC(=O)C2CCCCC2)cc1,-0.6,-14,-6,8,4,-18,-0.4,5,-6,0,-5
O=C(O)CCNC(=O)/C(=C/c1ccco1)NC(=O)c1ccco1,1.4,-17,-3,-6,-2,-14,0.6,-2,2,-6,0
Cc1ccc(C)c(N(CC(=O)NCCc2ccccc2)C(=O)CCC(=O)Nc2ccccn2)c1,0.2,3,1,-2,3,-9,2.4,-19,-13,-2,-4
SMILES,CDK5 p35 inh,SUMO Mot1 rescue,RTF Ca sens inh,PfHsp90 yeast 2,cardiac RTF act,PvdQ inh,C-LANA FP,dFosB activator,Rtt109 Vps75,Keap1 Nrf2 FP,NSD2 HMT inh
O=S(=O)(c1ccccc1)N(CC1CO1)c1cccc2ccccc12 (centres undefined),-0.7,2,x,28,x,-16,-0.6,-6,-4,-8,-2
Cc1ccc(OCC(=O)Nc2nnc(S(=O)(=O)N3CCCCCC3)s2)cc1,-2.2,14,-4,-21,1,-11,-0.8,6,-5,2,x
CN(C)C(=O)CSc1nc(-c2ccccc2)c(-c2ccccc2)o1,1.1,-29,-6,-36,2,-15,-1.8,-8,7,-4,2
O=c1[nH]c2cc(Cl)ccc2c(O)c1-c1cccc(Oc2ccccc2)c1,0.3,14,7,0,0,-5,-0.4,6,-3,-1,x
CCN(CC)S(=O)(=O)c1ccc(C)c(NC(=O)/C=C/c2cccs2)c1,0.9,0,-6,4,-4,-7,0.0,-9,4,2,-1
CCc1nn(C(C)C(=O)Nc2cccc(C)c2C)c(=O)c2cc3occc3n12 (centres undefined),0.5,4,-4,-1,5,-15,-0.5,-4,2,2,-4
COc1ccc(CCNC(=O)c2nnc(Cc3ccc(Cl)cc3)o2)cc1OC,-0.9,2,1,-19,4,-3,0.2,-2,8,-7,x
O=C(NCCCN1CCc2ccccc2C1)C1CCN(c2nnc(-n3cccc3)s2)CC1,0.3,-25,-2,-1,1,-14,0.0,-1,5,-6,x
O=C1c2ccccc2S(=O)(=O)N1CC(O)COc1ccc(Cl)cc1 (centres undefined),-0.7,-4,1,17,-11,13,0.9,-5,6,-2,-2
COc1ccc(CCNS(=O)(=O)c2ccc(Cl)s2)cc1OC,0.0,20,-9,4,-9,2,-1.6,0,3,-3,-1
COc1cccc(N(CC(=O)Nc2cccc(N(C)S(C)(=O)=O)c2)S(C)(=O)=O)c1,3.0,150,-4,14,3,5,-1.7,-4,7,-1,0
O=C(CN1CCN(CCN2C(=O)c3cccc4cccc(c34)C2=O)CC1)c1ccc(F)cc1,-0.2,-1,-10,8,0,0,-3.0,33*,1,2,1
CN(Cc1ccn[nH]1)C(=O)C1CCC(=O)N(Cc2cccc(C(F)(F)F)c2)C1 (centres undefined),-5.1,x,-10,-22,-1,-13,0.4,0,2,-1,-6
CC(Sc1ccc2c(c1)OCCO2)C(=O)Nc1ncc(Cl)cc1Cl (centres undefined),-0.5,7,5,6,11,-2,-1.1,5,-4,-2,0
c1ccc(C2CC3CC(c4ccccc4)N2O3)cc1 (centres undefined),-0.2,193,0,-3,0,-10,0.5,-4,-4,-4,-4
CC(C)(C)c1ccc(OCCCC(=O)NC2=NCCS2)cc1,-0.2,x,-7,-8,0,-1,-0.6,-13,3,3,1
Cc1cc(NC(=O)C(C)SCC(=O)N(C)Cc2ccccc2F)no1 (centres undefined),-2.0,6,-4,7,2,-9,-0.8,2,-3,-9,0
COc1ccc(OC)c(NC(=O)CCN2CCCCC2)c1,-0.7,-2,4,-11,-5,-6,-1.2,0,1,5,-2
COc1cccc(NC(=O)COC(=O)c2ccc(S(=O)(=O)NCc3ccco3)cc2)c1,-0.1,-2,-13,8,6,-4,0.9,-3,0,-11,0
O=S(=O)(c1cccc(F)c1)N1CCN(Cc2cc3c(cc2Br)OCCO3)CC1,-0.3,1,0,-10,-3,-10,-0.5,-14,-2,1,x
Cc1nn(C(C)C(=O)NCc2ccco2)c(C)c1[N+](=O)[O-] (centres undefined),-0.7,329,-20,-1,-2,-9,0.8,3,-3,-3,-2
COc1ccc(-c2nnc(SCC(=O)c3ccc(O)cc3O)o2)cc1,-1.9,-6,-1,10,4,9,0.6,40*,18,0,81*
CO/N=C/c1cccn1-c1nccc(N(C)C)c1C#N,-0.8,49,x,-31,x,-14,2.2,3,-5,-2,3
CCOC(=O)c1cc2sccc2n1Cc1ccc(C#N)cc1,-1.1,15,2,13,-12,8,-0.8,-9,10,0,-1
C/C(=N\NC(=O)c1ccn(C)n1)c1ccc(NC(=O)c2cccc(F)c2)cc1,0.9,3,-2,-7,-3,0,0.6,-4,17,-2,1
COC(=O)c1ccccc1NC(=O)CCS(=O)(=O)c1ccc(Br)cc1,-1.9,x,3,-3,-1,-14,48,-2,6,-4,1
CCNC(=O)COc1ncnc2scc(-c3ccc(F)cc3)c12,-0.5,2,-5,7,6,-7,-0.3,-6,-17,-5,2

# Ten of these compounds in another layout:
Structure	CDK5 p35 inh	SUMO Mot1 rescue	RTF Ca sens inh	PfHsp90 yeast 2	cardiac RTF act	PvdQ inh	C-LANA FP	dFosB activator	Rtt109 Vps75	Keap1 Nrf2 FP	NSD2 HMT inh
O=C(Nn1c(C2CCCCC2)nc2ccccc2c1=O)c1ccc([N+](=O)[O-])cc1	-0.3	-12	-4	-2	-2	7	11	2	5	7	5
Cc1c(N(CC(=O)O)S(=O)(=O)c2ccccc2)c(=O)n(-c2ccccc2)n1C	-1.2	137	6	-12	0	-9	-1.0	4	-4	1	0
CCn1cc(C(=O)OCC(=O)N2C(C)CCCC2C)c(=O)c2ccc(C)nc21 (centres undefined)	0.9	-10	-8	12	-1	-12	-1.1	-2	-2	-1	-5
O=C(Cc1ccc(NC(=O)C2CCCN(C(=O)C3CC3)C2)cc1)Nc1ccc(C(=O)N2CCOCC2)cc1 (centres undefined)	-0.4	x	-5	-3	0	-20	-0.2	7	-13	-2	x
CC(C)Cc1nnc(NC(=O)CCC(=O)N2CCN(c3ccccn3)CC2)s1	0.5	-1	4	-28	-4	10	-0.2	-6	x	-2	-1
Cc1ccc(S(=O)(=O)Cn2nnnc2C(C(C)C)N2CCN(Cc3ccco3)CC2)cc1 (centres undefined)	0.0	-2	3	7	6	-12	0.9	-6	5	-1	-1
COC(=O)COc1ccc(S(=O)(=O)Nc2ccc(C(N)=O)cc2)cc1	-1.2	3	-3	-4	0	-2	-1.8	6	0	3	x
O=C(c1cc(-c2ccncc2)nc2ccc(Br)cc12)N1CCN(c2ccccn2)CC1	1.5	12	-5	-5	7	-19	3.0	-7	3	0	3
Cc1csc(NC(=O)CSc2nnc(-c3ccncc3)n2C)n1	-1.7	-10	-4	-9	0	-6	1.6	-6	9	-2	-2
COc1ccccc1N1CCN(C(=O)c2ccc(S(=O)(=O)N3CCCCCC3)cc2)CC1	-2.3	4	-4	x	3	-5	1.6	-7	6	6	1

# Screens as filed in PubChem BioAssay.
